TWEAK-Fn14 inh: inhibitors of TWEAK-Fn14 signaling, primary screen, luciferase reporter cells, uHTS. AID 1159606, 2016. 360,000 tested, 2% active. inhibition, % at 10 µM. TWEAK-stimulated Fn14 reporter cells, luciferase luminescence, 8 h; in the data active = inhibition above about 50%
TROY NFkB inh: inhibitors of TROY-driven NF-kB signaling, primary screen, Q293 LMP1-TROYcd cells, NF-kB luciferase, uHTS; inhibition, % at 10 µM; Q293 LMP1-TROYcd NF-kB luciferase reporter, 4 h; AID 1347056, 2019; 360,000 tested, 0.98% active;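 active = compounds whose plate-normalised and pattern-corrected inhibition of the luciferase reporter signal at the single screening dose is 50% or more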
SRC3 inh: SRC3 coactivator transcriptional activity inhibitors, primary screen, cell-based, luminescence; Nuclear receptor coactivator 3 (Homo sapiens), Q9Y6Q9; HEK293 GAL4-SRC3 luciferase reporter; inhibition, % at 3.6 µM; 360,000 tested, 0.17% active;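 active = inhibition above a per-campaign cutoff, the mean of all compounds plus 3 SD, cut at about 60% in these data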;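 also: 0% = DMSO-treated cells and 100% = gossypol-treated cells at 36 µM; higher means less SRC3-driven luciferase light from the GAL4 reporter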
COUP-TFII inh: NR2F2 transcriptional activity inhibitors, primary screen, cell-based, luciferase reporter, HEK293T, luminescence. HEK293T NGFI-A luciferase reporter. 370,000 tested, 0.7% active. AID 686940, 2013. COUP transcription factor 2 (Homo sapiens), P24468. inhibition, % at 8.6 µM;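 active = inhibition above a per-plate cutoff, mean inhibition of test wells between control levels plus 3 SD, cut at about 38% in these data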;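 also: cells cotransfected with COUP-TFII expression vector driving the NGFI-A reporter; 0% = median of COUP-TF2 test wells and 100% = reporter-only cells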
NR5A2 inv ag: LRH-1 (NR5A2) inverse agonists, primary screen, cell-based, luminescence, HEK293T, StAR-luciferase reporter. Nuclear receptor subfamily 5 group A member 2 (Homo sapiens), O00482. LRH-1 transfected, 24 h. inhibition, % at 3.6 µM. 360,000 tested, 0.13% active. AID 602396, 2012;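 active = inhibition above the mean inhibition of all tested compounds plus 3 SD, cut at about 73% in these data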;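 also: 0% = DMSO wells and 100% = reporter-only cells lacking LRH-1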
Granule exo inh: LAMP-1 surface exposure blockers, TALL-104 cells – cell-based, flow cytometry, MLPCN library, primary screen | 360,000 tested, 0.66% active | TALL-104 LAMP-1 surface exposure; cells stimulated with thapsigargin and PMA | inhibition, % at 10 µM | AID 651702, 2012;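 active = inhibition above about 55%, limit read from the data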
SRC2 inh: inhibition of GAL4-SRC2 driven luciferase reporter, primary screen, SRC2 inhibitor project, cell-based, luminescence; 370,000 tested, 0.17% active; HEK293 GAL4-SRC2 luciferase reporter; inhibition, % at 9 µM; Nuclear receptor coactivator 2 (Homo sapiens), Q15596;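 active = inhibition above the mean inhibition of all tested compounds plus 3 SD, set per campaign, cut at about 52% in these data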;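 also: 0% = DMSO treated cells and 100% = cells given Gossypol at 36 µM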
ABHD5 PLIN5 PPI: ABHD5-PLIN5 interaction inhibitors, primary screen, cell lysate, split luciferase complementation, luminescence | Perilipin-5 (Homo sapiens) + 1-acylglycerol-3-phosphate O-acyltransferase ABHD5 (Homo … | Split G. princeps luciferase complementation, 4 h | 360,000 tested, 0.78% active | inhibition, % at 4 µM;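 active = inhibition above the mean inhibition across every tested compound plus 3 SD, cut at about 22% in these data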;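 also: 0% = DMSO only wells and the 100% control is not disclosed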
NCOA1 inh: SRC1 coactivator transcriptional activity inhibitors, primary screen, cell-based, luminescence; inhibition, % at 3.6 µM; AID 588354, 2011; HEK293 GAL4-SRC1 luciferase reporter; 360,000 tested, 0.12% active; Nuclear receptor coactivator 1 (Homo sapiens), Q15788;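 active = inhibition above the campaign mean plus 3 SD, with each screening campaign given its own cutoff, cut at about 60% in these data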;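 also: 0% = DMSO treated cells and 100% = gossypol at 36 µM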
NOD2 RIPK2 PPI: NOD2-RIPK2 binding disruptors in cells, primary screen, fluorescence, CHO cells, BLA complementation; CCF4 ratio; inhibition, % at 4.98 µM; 360,000 tested, 0.38% active; AID 624267, 2012; in the data active = inhibition above about 21%;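 also: 0% = vehicle only and 100% = reference blocker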
TLR9-MyD88 block: inhibitors of TLR9-MyD88 association in cells, primary screen, cell-based, CHO, BLA complementation, fluorescence; Toll-like receptor 9 (Homo sapiens) + Myeloid differentiation primary response protein …; CCF4 FRET ratio; inhibition, % at 4.98 µM; 340,000 tested, 0.21% active; AID 504734, 2011;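 active = inhibition above the mean over all tested compounds plus 3 SD, cut at about 21% in these data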;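 also: 0% = DMSO only wells and 100% = clavulanate BLA inhibitor control wells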
* = called active by the depositor; · = not tested or not shown.

canonical_smiles | TWEAK-Fn14 inh | TROY NFkB inh | SRC3 inh | COUP-TFII inh | NR5A2 inv ag | Granule exo inh | SRC2 inh | ABHD5 PLIN5 PPI | NCOA1 inh | NOD2 RIPK2 PPI | TLR9-MyD88 block
Cc1ccc2c(CN3CCN(C(=O)c4ccco4)CC3)cc(=O)oc2c1C | -0.8 | 1.9 | 4.9 | -1.3 | -6.1 | -0.2 | -8.8 | 6.0 | -15.2 | 2.4 | -2.9
CC(NC(=O)OCc1ccccc1)C(=O)OCN1C(=O)c2ccccc2C1=O (stereo not given) | -26.9 | 15.7 | 6.2 | 1.7 | 0.8 | 0.2 | 3.5 | -1.8 | -2.1 | -5.3 | -5.2
CN(C)S(=O)(=O)c1cccc(NC(=O)C2CCN(S(=O)(=O)c3cccs3)CC2)c1 | 3.2 | 3.9 | -3.3 | 13.6 | 18.1 | 0.1 | 7.7 | 6.7 | -0.3 | -5.0 | -2.5
CCOC(=O)CN(C(=O)CSc1nnc(CNc2ccc(C)cc2C)o1)c1ccccc1 | 7.8 | 16.6 | 7.2 | 8.7 | -0.7 | 0.5 | -5.5 | -3.5 | 14.8 | -1.6 | -0.3
Cc1cccc(N2CCN(C(=O)c3ccccn3)CC2C)c1 (stereo not given) | 3.2 | 10.8 | 12.8 | 0.0 | 7.5 | -0.8 | -5.5 | -5.5 | 6.0 | -2.4 | -8.8
CC(C)(C)c1cc(N)n2nc(C(C)(C)C)cc2n1 | -0.7 | -22.9 | -11.8 | -1.1 | 4.7 | 2.3 | -16.9 | 1.6 | -11.2 | 4.9 | 5.6
COc1ccc(-c2[nH]ncc2/C=C(\C#N)C(=O)NC2CC2)cc1 | -3.3 | -1.5 | -5.2 | -5.3 | 0.9 | 3.8 | -2.5 | 4.3 | 5.2 | 5.7 | 0.1
CN(C)C(=O)c1ccc(-n2cnc3ccccc3c2=O)cc1 | -8.5 | -31.4 | 6.6 | -16.1 | -22.9 | -1.1 | -15.3 | -2.2 | -14.7 | 1.2 | 0.6
O=C(Nc1ccccc1C(=O)O)c1cc(S(=O)(=O)Nc2ccccc2)ccc1Cl | 15.3 | 41.4 | -6.9 | 17.7 | -7.7 | 2.7 | 15.6 | -2.7 | -1.5 | -18.8 | -15.8
CC(C)COc1ccc(/C(=N/O)c2ccccc2)cc1 | -67.3 | -35.5 | -38.6 | -10.7 | -21.1 | 5.0 | -17.2 | -12.5 | -19.4 | -2.8 | -0.3
Cc1cc(C(C)(C)C)n2nc(C)c(-c3ccccc3)c2n1 | 16.4 | 10.5 | 16.9 | -2.0 | 17.0 | 6.0 | -13.5 | -1.1 | 12.7 | -6.6 | 1.8
CCOc1ccc(N(CC(=O)N2CCCC2)S(=O)(=O)c2ccc(Cl)cc2)cc1 | 1.3 | 7.6 | 2.1 | 8.5 | 13.3 | -0.2 | 11.4 | 8.1 | 17.7 | 9.6 | 8.4
CN(CCCC(=O)NCc1ccccc1)S(=O)(=O)c1ccc([N+](=O)[O-])cc1 | -9.3 | -9.5 | 5.2 | 19.0 | 6.5 | -0.2 | 12.9 | -2.9 | -1.1 | 1.3 | 3.2
CN(C)C(=O)CSc1nnc([C@H](Cc2ccccc2)NC(=O)OC(C)(C)C)o1 | 8.8 | -8.4 | 14.9 | -22.2 | 5.5 | -1.9 | -20.0 | -7.2 | -0.8 | -7.0 | 9.2
C/C(=N\NC(=O)C(C)Sc1ccccc1)C(C)(C)C (stereo not given) | -20.5 | -9.3 | -18.9 | 12.2 | 4.4 | 0.6 | -16.9 | -5.9 | 2.3 | 6.6 | 5.6
O=C1N=c2ccccc2=C1c1sc(Nc2cccc(O)c2)nc1O | -32.2 | -13.6 | -15.8 | -14.1 | -20.3 | 20.4 | -55.1 | 2.9 | 3.4 | -0.6 | -14.9
CC(C)Oc1ccc(C(=O)NC2CCSc3ccccc32)cc1 (stereo not given) | -25.3 | -6.9 | -7.0 | -0.3 | 3.1 | 2.9 | -16.1 | -1.4 | -66.9 | 7.5 | -7.1
Cc1nc2ccc(Cl)cc2n1C | -11.8 | 0.8 | -3.1 | 8.4 | -19.4 | -5.2 | 11.4 | -4.5 | -4.4 | 10.0 | -12.2
CCn1c(=O)c(C(=O)CN(C)CC(=O)Nc2ccccc2Br)c(N)n(Cc2ccccc2)c1=O | -11.8 | 3.5 | 8.7 | -13.5 | 9.8 | -4.7 | -12.7 | -4.0 | -21.1 | 2.6 | -3.8
O=C(COC(=O)c1ccccc1)Nc1cccc(S(=O)(=O)N2CCOCC2)c1 | 15.6 | -11.6 | 10.2 | -1.1 | 14.0 | 0.5 | -11.0 | 5.5 | 6.2 | -5.9 | 2.0
CN(C)CCCn1c2c(c(SCC(=O)Nc3ccc4c(c3)OCCO4)nc1=O)CCCC2 | -0.5 | 12.1 | -13.6 | -22.3 | 7.3 | 2.6 | -40.4 | -3.8 | -14.8 | -49.5 | -11.9
Cc1nc(-c2cccc(NS(C)(=O)=O)c2)cs1 | -12.0 | 22.5 | -4.2 | 15.2 | 5.2 | -1.0 | -4.4 | 5.1 | -174.6 | -6.0 | -2.4
COC(=O)Nc1ccc(OC)c(OC)c1 | 4.3 | -10.2 | 12.6 | 4.0 | 8.2 | 0.7 | 0.6 | -5.1 | 2.0 | -12.9 | -13.3
O=C(CSCc1cccc(F)c1)NCc1ccccc1 | -30.9 | -46.5 | -28.9 | 0.5 | -34.6 | -1.3 | -43.8 | 1.5 | -60.2 | 1.3 | 18.2
Cc1ccc(S(=O)(=O)NCC2CCC(C(=O)NCc3cccnc3)CC2)cc1 (stereo not given) | 5.7 | 2.6 | 20.6 | -10.4 | -3.0 | -1.8 | -17.0 | -0.5 | -16.5 | 0.5 | 9.0
CC(=O)c1ccc(NC(=O)Oc2ccccc2)cc1 | -25.9 | -35.1 | -16.6 | · | -52.2 | 1.9 | · | 6.9 | -28.6 | -2.1 | -1.0
O=C(CC(c1ccc(F)cc1)c1ccco1)Nc1nccs1 (stereo not given) | -15.3 | 1.9 | 15.3 | 11.7 | -2.6 | -2.8 | 13.9 | 1.3 | -2.9 | 4.4 | 4.0
CCCc1ccc(-c2cc(C(=O)N/N=C/c3ccc([N+](=O)[O-])o3)c3ccccc3n2)cc1 | 32.5 | -19.6 | -12.1 | 23.0 | -26.3 | 0.7 | -29.5 | -2.5 | -27.6 | 8.1 | 0.2
Cc1ccc(S(=O)(=O)NNC(=O)c2cnn(-c3ccccc3)c2C(F)(F)F)cc1 | 22.8 | -7.4 | 16.6 | 8.4 | 13.6 | -0.5 | 9.2 | -2.0 | -5.6 | -3.6 | 2.2
Cc1ccc(/C=C/S(=O)(=O)NCc2ccc(F)cc2)cc1 | -13.9 | 16.3 | 15.7 | 11.8 | 9.6 | 0.2 | -7.5 | -5.1 | -7.3 | -12.8 | -7.8
CC(Oc1ccc(Cl)cc1Cl)c1nc(-c2ccc(NC(=O)c3ccco3)cc2)no1 (stereo not given) | 9.5 | -11.2 | -40.3 | -49.0 | -95.6 | -2.0 | -38.4 | -4.8 | -67.3 | 3.7 | -6.7
CC(=O)N1c2ccccc2N=C(c2ccc(C(F)(F)F)cc2)C1C(=O)NC1CCCC1 (stereo not given) | · | · | · | -22.6 | -2.8 | 4.8 | -24.6 | 0.6 | · | 0.2 | ·
O=C(O)CCCn1ccc2cc(S(=O)(=O)N3CCCC3)ccc21 | 30.3 | 11.2 | -0.4 | -8.7 | -0.4 | 10.3 | -15.0 | -10.5 | 4.8 | -6.5 | -21.2
Cc1ccnc(N2CCC(C(=O)Nc3ccc4c(c3)CCC4)CC2)n1 | 5.0 | -12.2 | -2.6 | 8.2 | -10.1 | -2.4 | 11.8 | -2.3 | -7.5 | 6.8 | -1.5
CCCn1nnnc1NC(=O)c1ccc(C)cc1Cl | 5.4 | -6.5 | 7.7 | -6.5 | -2.2 | 1.3 | 18.4 | -0.8 | 3.4 | -10.3 | -3.1
O=C(COC(=O)c1cccnc1Cl)Nc1cccc(S(=O)(=O)N2CCOCC2)c1 | -7.2 | 14.8 | -4.2 | -12.4 | 2.8 | -7.3 | 17.7 | 1.2 | 7.8 | -1.7 | -9.2
COc1ccc(C(=O)COC(=O)CNC(=O)c2cc(OC)cc(OC)c2)cc1 | 9.8 | 25.3 | -10.5 | -1.8 | 3.5 | -15.3 | -33.3 | -6.0 | 1.5 | -2.8 | -4.5
O=c1cc(C(F)(F)F)nc(-n2[nH]c3c(c2=O)CCCC3)[nH]1 | 10.6 | 0.4 | 2.2 | 24.1 | 18.8 | 2.4 | 0.8 | 4.1 | -7.0 | -11.5 | -14.8
COc1ccc(/C=C/C2=CCN(Cc3ccc(OC)cc3)CC2)cc1 | 21.6 | 30.1 | 16.2 | -10.8 | 31.0 | 2.6 | 3.8 | 7.1 | -0.9 | -0.1 | ·
NC(=O)c1ccccc1NS(=O)(=O)c1cccs1 | -3.6 | 2.9 | -4.5 | -16.1 | -4.5 | -1.2 | 4.7 | 6.0 | 0.7 | -3.9 | -11.9
COC(=O)c1c(NC(=O)c2ccc(N(C)S(=O)(=O)c3ccc(C)cc3)cc2)sc2c1CCCC2 | -1.8 | 3.7 | -7.5 | 9.4 | 10.4 | -3.2 | -21.6 | -3.0 | -5.2 | -1.1 | 1.8
CCc1ccc2nc3nc(C)cc(C)c3c(N)c2c1 | -46.2 | -67.1 | 35.6 | 0.1 | -12.3 | 13.1 | -39.3 | 6.8 | -2.8 | -7.7 | -8.8
O=C1CCCCCN1C(=O)c1ccccc1 | 10.5 | 5.8 | -5.9 | 7.0 | 14.5 | -6.1 | -0.8 | -6.5 | -11.6 | -7.9 | 2.2
Cc1ccc(CNC(=O)c2c(-c3ccccc3Cl)noc2C)cc1 | -7.4 | -4.8 | 11.5 | 11.9 | 2.4 | 10.5 | 24.0 | 8.9 | 16.6 | 0.1 | -8.1
CCCOc1ccc(-c2c(C(=O)N/N=C/c3ccc(C)cc3)nnn2-c2nonc2N)cc1 | -1.1 | -3.5 | 10.2 | 9.4 | -0.4 | 5.5 | -15.6 | 0.6 | 0.0 | -6.4 | ·

Assay outcomes as filed in PubChem BioAssay.

These rows are one share of the data; the hit share may differ from the screen's.
